Source: PubChem (National Center for Advancing Translational Sciences (NCATS))
12-LOX inh: Primary qHTS assay for inhibitors of human arachidonate 12S-lipoxygenase (ALOX12): Round 2; Polyunsaturated fatty acid lipoxygenase ALOX12 (Homo sapiens), P18054; purified 12hLO, xylenol orange hydroperoxide absorbance; Potency, µM (doses to about 108 µM), for inactives: at the top dose activity change, negative = inhibition, usual class: inhibitors; 580,000 compounds, 1.1% hits; active = well fitted inhibition curve with a large enough effect; inconclusive = small, poorly fitted or top-dose-only effect, or another doubt; inactive = no such curve, though single readings can be large or run the other way
Target sequence (P18054 whole entry, looked up): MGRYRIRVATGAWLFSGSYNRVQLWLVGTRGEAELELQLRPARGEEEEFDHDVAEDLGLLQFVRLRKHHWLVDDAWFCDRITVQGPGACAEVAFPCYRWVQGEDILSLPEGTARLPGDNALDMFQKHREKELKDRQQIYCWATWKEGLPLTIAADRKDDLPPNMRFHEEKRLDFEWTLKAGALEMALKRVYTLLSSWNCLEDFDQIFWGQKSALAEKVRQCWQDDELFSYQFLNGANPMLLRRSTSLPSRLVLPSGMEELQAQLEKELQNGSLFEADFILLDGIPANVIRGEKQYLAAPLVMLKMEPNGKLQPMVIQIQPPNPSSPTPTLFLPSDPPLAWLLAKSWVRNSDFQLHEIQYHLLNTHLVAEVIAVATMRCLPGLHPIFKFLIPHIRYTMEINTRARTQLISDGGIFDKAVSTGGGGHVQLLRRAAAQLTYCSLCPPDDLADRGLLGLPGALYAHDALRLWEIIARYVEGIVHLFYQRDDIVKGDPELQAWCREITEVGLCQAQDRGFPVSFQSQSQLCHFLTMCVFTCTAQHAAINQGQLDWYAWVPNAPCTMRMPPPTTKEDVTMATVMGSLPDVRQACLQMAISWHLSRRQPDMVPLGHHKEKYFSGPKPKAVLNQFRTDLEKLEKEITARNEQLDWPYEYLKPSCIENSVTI
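Hydroperoxide product was detected by ferrous iron/xylenol orange as the 573 to 405 nm absorbance ratio. Arachidonic acid at 40 uM (final) was turned over for 30 min at room temperature by 150 nM human 12hLO, pH 7.0 Hepes buffer, after 15 min compound preincubation.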
The depositor's hits bear a star; ? = inconclusive; [ ] = another dose, or the depositor's remark. % is set by controls: 0 for no effect and ±100 for the full control effect; potency is the fitted concentration of half-maximal effect. The list is partial. The share of hits here may be higher or lower than overall.

(1) Cc1nc(SC(C)C(=O)Nc2cccc(C#N)c2)n(CC(C)C)c1C (stereo not drawn)
  12-LOX inh: 1.4%
(2) CC1CCC2(CC1)NC(=O)N(CC(=O)N1CCCCCC1)C2=O (stereo not drawn)
  12-LOX inh: -4.1%
(3) Cc1ccccc1N(C)C1CN(Cc2ccccc2)C1
  12-LOX inh: ?
(4) Cc1cc(C)c(O)c(C(=O)CC2CC(=O)NC(=O)C2)c1
  12-LOX inh: 0.5%
(5) COc1ccccc1C(=O)N/C(=C/c1ccc(Br)cc1)C(=O)N1CCOCC1
  12-LOX inh: -2.3%
(6) O=C(O)CNS(=O)(=O)c1c(F)cc(F)cc1Br
  12-LOX inh: -9.3%
(7) O=C(c1cnccn1)N(Cc1cccs1)C1CC1
  12-LOX inh: -5.3%
(8) CC(=O)N1CCC(Oc2ccc(Cl)cc2C(=O)NCCOc2cccnc2)CC1
  12-LOX inh: 42.1%[activator]
(9) O=C(N[C@H]1CO[C@H]2[C@@H]1OC[C@@H]2Nc1nccc(-c2cccs2)n1)c1ccccc1
  12-LOX inh: 19.1%[176 µM]
(10) COc1ccc(-c2nc(-c3c(C)noc3C)cc3c2cc(C)n3CCN(C)C)cn1
  12-LOX inh: ?

(11) CC(C)CNC(=O)NC(NC(=O)C1CCCCC1)(C(F)(F)F)C(F)(F)F
  12-LOX inh: -50.5%
(12) CC1(COc2cccnc2)COc2ccc(C(=O)NCC3CCOCC3)cc2N1 (stereo not drawn)
  12-LOX inh: -13.0%[176 µM]
(13) O=C(NCc1ccc(OC(F)(F)F)cc1)c1cc(CN2CCOCC2)on1
  12-LOX inh: -4.5%
(14) CC1CCC(NC(=O)CN2C(=O)NC3(CCOCC3)C2=O)CC1 (stereo not drawn)
  12-LOX inh: 0.7%
(15) CC(C)CN[C@H]1CS(=O)(=O)C[C@@H]1S(=O)(=O)c1ccccc1
  12-LOX inh: 29.5%
(16) COc1ccc2nc(C[C@@H]3C[C@@H](C(C)C)[C@H](CN)C=C3C)[nH]c2c1
  12-LOX inh: 25.1%[176 µM]
(17) Cc1ccc(C(=O)NCCC(=O)N2CC[C@@](C)(O)[C@@H](O)C2)cc1
  12-LOX inh: 14.1%
(18) Cn1c(=O)c2c(-c3ccccc3)n(-c3ccccc3S)cc2n(C)c1=O
  12-LOX inh: -31.4%
(19) C[C@@H]1C=CCCO[C@]12C(=O)N(CC1CC1)c1ccccc12
  12-LOX inh: 4.3%
(20) CN(Cc1ccccc1)C(=O)C[C@@H]1CCNC[C@@H]1Cc1cc(-c2ccc(C(C)(C)C)cc2)on1
  12-LOX inh: 25.1µM*

Sorted by the number under 12-LOX inh (high to low): three of the compounds above.
(15) CC(C)CN[C@H]1CS(=O)(=O)C[C@@H]1S(=O)(=O)c1ccccc1
  12-LOX inh: 29.5%
(14) CC1CCC(NC(=O)CN2C(=O)NC3(CCOCC3)C2=O)CC1 (stereo not drawn)
  12-LOX inh: 0.7%
(11) CC(C)CNC(=O)NC(NC(=O)C1CCCCC1)(C(F)(F)F)C(F)(F)F
  12-LOX inh: -50.5%

The list continues.
(21) CC(C)Cc1nnc(NC(=O)Cn2ccc3ccc(F)cc32)s1
  12-LOX inh: 17.4%
(22) COc1cc(Cl)cc(CN2CCC(O)(c3ccccc3)CC2)c1OC
  12-LOX inh: 28.1%
(23) CCN(CC)Cc1ccccc1CNC(=O)CCn1cnc2sc(C)c(C)c2c1=O
  12-LOX inh: 43.6%[activator]
(24) CN(CCC#N)S(=O)(=O)c1ccc(Br)cc1
  12-LOX inh: ?
(25) CN(C)[S+](=O)([O-])c1ccc2c(c1)OCCN(Cc1ccc(F)cc1F)C2
  12-LOX inh: 54.3%[activator][176 µM]
(26) Cc1ccc(C(C)NC(=O)NCCNc2ncccc2C#N)cc1 (stereo not drawn)
  12-LOX inh: -24.0%
(27) Clc1cccc(Oc2ncnc3c2oc2ccccc23)c1
  12-LOX inh: 20.1%
(28) O=C(NCc1cc(F)cc(F)c1)[C@H]1[C@H](CO)[C@H]2Cn3c(cccc3=O)[C@@H]1N2C(=O)c1ccccn1
  12-LOX inh: -16.8%
(29) Cc1nccn1C(C)CN1C(=O)NC2(CCNCC2)C1=O (stereo not drawn)
  12-LOX inh: 35.7%
(30) Clc1ccccc1-c1noc(CCc2nc3ccccc3[nH]2)n1
  12-LOX inh: 24.5%

Pulled by compound from the list above, 5 records:
(26) Cc1ccc(C(C)NC(=O)NCCNc2ncccc2C#N)cc1 (stereo not drawn)
  12-LOX inh: -24.0%
(24) CN(CCC#N)S(=O)(=O)c1ccc(Br)cc1
  12-LOX inh: ?
(21) CC(C)Cc1nnc(NC(=O)Cn2ccc3ccc(F)cc32)s1
  12-LOX inh: 17.4%
(27) Clc1cccc(Oc2ncnc3c2oc2ccccc23)c1
  12-LOX inh: 20.1%
(22) COc1cc(Cl)cc(CN2CCC(O)(c3ccccc3)CC2)c1OC
  12-LOX inh: 28.1%

Next part:
(31) CC(C)CN1CCC1(C)C(=O)Nc1cc(-c2ccccc2)nn1C (stereo not drawn)
  12-LOX inh: 7.3%
(32) O=C(NC[C@H]1O[C@@H](CC(=O)N2CCN(c3ccccn3)CC2)[C@H](O)[C@@H]1O)c1cccc(F)c1
  12-LOX inh: 5.7%
(33) COc1ccc(CNC(=O)N2C[C@@H](Oc3cccnc3)C[C@@H]2C(=O)N2CCOCC2)cc1
  12-LOX inh: 42.8%[activator]
(34) CCC(=O)N(C1CCOCC1)C1CCN(S(=O)(=O)c2ccc3c(c2)CCC3)CC1
  12-LOX inh: -4.0%
(35) O=C(CCc1ncc(-c2ccc(Cl)cc2)o1)NCC1CCCO1 (stereo not drawn)
  12-LOX inh: 12.7%
(36) CCCNC(=O)NC(=O)CSc1cc(C)c2cccc(C)c2n1
  12-LOX inh: -14.4%
(37) CC(C)CC(C)NC(=O)c1ccc(Cn2ccn3nc4c(c3c2=O)CCCC4)cc1 (stereo not drawn)
  12-LOX inh: -6.7%
(38) O=C1CC2CCN(Cc3ccc(C(F)(F)F)cc3)CC2CCN1 (stereo not drawn)
  12-LOX inh: 5.5%[6.33 µM]
(39) CC(C)c1nc(N(C)Cc2cc(-c3cccnc3)no2)c2cnn(C)c2n1
  12-LOX inh: 19.3%
(40) CC(C)C1c2nccn2CCCN1C(=O)CCn1cccn1 (stereo not drawn)
  12-LOX inh: 40.3%[activator]

(41) CC(=O)Nc1ccc(OCC(=O)N2CCN(c3ccc(Cl)cc3)CC2)nc1
  12-LOX inh: 1.3%
(42) C[C@H](CO)N1C[C@H](C)[C@@H](CN(C)C(=O)Nc2ccc(C(C)(C)C)cc2)OCc2cnnn2CCCC1=O
  12-LOX inh: -2.4%
(43) COc1ccc(Cl)cc1N(CC(=O)NCc1ccccn1)S(=O)(=O)c1ccc(C)cc1
  12-LOX inh: 7.4%
(44) Cn1cccc1C(=O)NC1CCCN(c2cc(-c3ccc(Cl)cc3)[nH]n2)C1 (stereo not drawn)
  12-LOX inh: 26.0%
(45) C[C@@H]1CN(C(=O)c2ccc3c(c2)CCC3)C[C@]1(C)O
  12-LOX inh: 4.2%
(46) O=C(c1ccc(N2CC3CC(C2)[C@H]2CCCC(=O)N2C3)nc1)N1CCOCC1 (stereo partly drawn)
  12-LOX inh: -12.1%
(47) O=C1N(Cc2ccccn2)C[C@H]2CN(Cc3ccc(C(F)(F)F)cc3)CCN12
  12-LOX inh: 65.2%[activator][176 µM]
(48) Cc1cc(CNC(=O)c2cc(-c3ccnn3C)cc3c2OCCN3C)no1
  12-LOX inh: -0.6%[176 µM]
(49) CC1(Oc2cccc(F)c2)CCN(Cc2ccc3ccccc3c2)C1 (stereo not drawn)
  12-LOX inh: ?
(50) O=C(O)c1cccc(OCc2nnnn2-c2ccc(Cl)cc2)c1
  12-LOX inh: -0.8%

(51) COC(=O)c1cc2oc(C)cc2n1Cc1ccccc1C
  12-LOX inh: ?
(52) O=C(c1ccc2c(c1)OCO2)N1CCC2(Cc3ccccc3NC2=O)C1 (stereo not drawn)
  12-LOX inh: 54.4%[activator]
(53) O=C(C1CC1)N1CCCC2(COc3ccccc3[S+](=O)([O-])N2)C1 (stereo not drawn)
  12-LOX inh: 1.2%[6.33 µM]
(54) COCc1[nH]nc2c1C(c1ccc(F)cc1)N(c1ccc(OC)cc1)C2=O (stereo not drawn)
  12-LOX inh: 2.5%
(55) COc1cc(C(=O)N2CC[C@@]3(O)CCN(S(C)(=O)=O)C[C@H]3C2)ccn1
  12-LOX inh: 25.1%
(56) Cc1cc(NCc2nc(-c3cccs3)no2)ccc1-n1cnnn1
  12-LOX inh: -0.6%
(57) CCCCCC1CCC(c2ccc(-c3ccc(CC)cn3)cc2)CC1 (stereo not drawn)
  12-LOX inh: -13.3%
(58) CC(CC(=O)Nc1cccc(Br)c1)n1ccnc1 (stereo not drawn)
  12-LOX inh: 46.0%
(59) CC(C)(C)N1CC(C(=O)NCCCc2ccc(Cl)cc2)CC1=O (stereo not drawn)
  12-LOX inh: 50.2%[activator]
(60) O=C(O)c1ccc(NC(=O)c2cc(-c3ccco3)nc3ccccc23)cc1
  12-LOX inh: 7.94µM*

(61) O=C(c1cccc(O)c1)N1CCC(CO)(CN2CCCC2)CC1
  12-LOX inh: 7.6%
(62) O=C(NCc1ccc(N2CCOCC2)cc1)c1cc2cn(C3CC3)cc2s1
  12-LOX inh: 56.7%[activator]
(63) CCN1CCC(CC(=O)N2CCC(n3c(C)cnc3C)CC2)CC1
  12-LOX inh: 44.0%[activator]
(64) CN1CC(=O)N(c2ccccc2F)Cc2c(NCCO)ncnc21
  12-LOX inh: 34.9%[activator][176 µM]
(65) Cc1oc(C(O)c2ccccc2)nc1C(=O)Nc1ccccc1 (stereo not drawn)
  12-LOX inh: 2.8%[176 µM]
(66) CN1CCN(c2oc(COc3ccc(F)cc3)nc2C#N)CC1
  12-LOX inh: -15.1%
(67) COc1ccc(-n2c(SCC(=O)NCC3CCCO3)nc3ccccc3c2=O)cc1Cl (stereo not drawn)
  12-LOX inh: 9.5%
(68) Cc1ccc(NC(=O)c2cnc3ccccc3n2)nc1
  12-LOX inh: 24.6%
(69) Cc1ccc(CNC(=O)c2ccc(CS(=O)Cc3ccc(C)cc3)o2)cc1 (stereo not drawn)
  12-LOX inh: 7.7%
(70) Cc1ccc(NC(=O)c2cn(-c3ccc4c(c3)OCCO4)nn2)cc1Cl
  12-LOX inh: -29.5%

(71) COCCCNC(=O)c1cc(-c2ccc(OC)cc2)nc2ccccc12
  12-LOX inh: -33.9%
(72) COc1ccc(-c2cc(=O)n3[nH]c(C)c(-c4ccc(OC)cc4)c3n2)cc1
  12-LOX inh: ?
(73) Cc1ccc(CN2C(=O)C3(CCOCC3)CC2c2nnnn2C(C)(C)C)cc1C (stereo not drawn)
  12-LOX inh: 18.2%
(74) CC(=O)Nc1sc(C)c(C)c1C#N
  12-LOX inh: -19.5%
(75) C=C(C)COc1ccc2c(=O)c(Oc3ccc(C(=O)OC)cc3)coc2c1
  12-LOX inh: 20.5%

Taken from the listing, 4 compounds:
(72) COc1ccc(-c2cc(=O)n3[nH]c(C)c(-c4ccc(OC)cc4)c3n2)cc1
  12-LOX inh: ?
(73) Cc1ccc(CN2C(=O)C3(CCOCC3)CC2c2nnnn2C(C)(C)C)cc1C (stereo not drawn)
  12-LOX inh: 18.2%
(74) CC(=O)Nc1sc(C)c(C)c1C#N
  12-LOX inh: -19.5%
(75) C=C(C)COc1ccc2c(=O)c(Oc3ccc(C(=O)OC)cc3)coc2c1
  12-LOX inh: 20.5%
